From PubChem BioAssay
ATXN viability – cell viability loss in ATXN counter-screen; S2 cells (HEK-293 line with an ATXN2-luciferase reporter) viability, CellTiter-Fluor protease fluorescence, 24 h; 400,000 compounds, 0.49% hits; Potency, µM (doses to about 56.7 µM), hits mostly cytotoxic; AID 651635; note: potency is the fitted concentration of half-maximal effect; nearly all actives have a fitted effect of over 40% in size
ATXN2 expr inh – reduces ATXN2 reporter expression in HEK-293 cells; Potency, µM (top dose mostly 57 µM), for the others: top-dose activity change, negative = inhibition, hits mostly inhibitors; HEK-293 ATXN2-luciferase reporter, luminescence, 24 h; 360,000 compounds, 0.72% hits; note: potency is the fitted concentration of half-maximal effect; % is set by controls: 0 for no effect and ±100 for the full control effect; nearly all actives have a fitted effect of over 55% in size
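qHTS (up to 57 uM final) was run with 24 h compound exposure of reporter cells at 37 °C. Each well was multiplexed: SteadyGlo luminescence measured ATXN2-luciferase expression after a fluorogenic Gly-Phe-AFC viability readout (25 uM final).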
Nrf2 ARE act – activators of Nrf2 (ARE) signaling; 410,000 compounds, 0.31% hits; Potency, µM (titrated, usually from 46.1 µM), inactives show top-dose activation, actives largely listed as activators; AREc32 ARE-luciferase reporter (MCF7-derived line), luminescence, 24 h; note: potency is the fitted concentration of half-maximal effect; % of control where 0% means no effect; nearly all actives have a fitted effect of over 65% in size
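Luciferase luminescence (Steady-Glo, 30 min at room temperature) served as the read-out of ARE activation in AREc32 cells treated with compounds for 24 hr at 37 deg C.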
A549 viability – counter-screen for Nrf2 inhibitors: cytotoxicity in A549 cells. 390,000 compounds, 0.16% hits. AID 504648. A549 ARE-Fluc cells, CellTiter-Fluor viability, 18-24 h. Potency, µM (titrated, usually from 46 µM), for inactives: at the top dose activity change, negative = cytotoxicity, most hits filed as inhibitors; note: potency is the fitted concentration of half-maximal effect; % is set by controls: 0 for no effect and ±100 for the full control effect
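A549 ARE_Fluc cells in 5% FBS OPTI-MEM were exposed to compounds in concentration-response for 18-24 h at 37 deg C. Viability was read by CellTiter-Fluor fluorescence (Ex 405/Em 525) after 30 min, before the luciferase read.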
Nrf2 inh – blocks Nrf2 signaling. A549 ARE-Fluc reporter, luciferase luminescence, 18-24 h. Potency, µM (doses to about 46 µM), without a hit: at the top dose activity change, negative = inhibition, actives largely listed as inhibitors. 360,000 compounds, 2.1% hits; note: potency is the fitted concentration of half-maximal effect; % is set by controls: 0 for no effect and ±100 for the full control effect; nearly all actives have a fitted effect of over 60% in size
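Nrf2 function is reported as luminescence of an ARE-controlled luciferase in A549 cells. Compounds were tested at several concentrations, and a CellTiter-Fluor read on the same wells flagged cytotoxicity.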
HepG2 viability – HepG2 cytotoxicity, counter-screen for TGF-b inhibitors | AID 588856 | 410,000 compounds, 0.76% hits | Potency, µM (top dose mostly 46.1 µM), without a hit: at the highest dose activity change, negative = cytotoxicity, hits mostly cytotoxic | HepG2 CAGA-GFP viability, ATP luminescence, 18 h; note: potency is the fitted concentration of half-maximal effect; some results filed as inactive show a strong effect at the top dose
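CellTiter-Glo luminescence gave cytotoxicity after 18 hours at 37 degrees C. The cells were HepG2 CAGA-GFP in 1% FBS DMEM, stimulated with 500 pg/mL TGF-beta after compound addition. %Activity was normalised to no-cell wells (complete cell-killing) and DMSO (no toxicity), and curves were fitted and classified.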
IL-2 act – IL-2 activation; activation, % (series mostly up to about 46 µM); 360,000 compounds, 0.065% hits; IL-2 activation reporter assay, cell-based qHTS; stimulated with anti-CD3/CD4/CD28 beads; in transgenic mouse T cells; in the data active = activation above about 50%; inconclusive = mostly about 30% to 49%; note: 0% is about no effect
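Screening format: compound pinned onto unstimulated transgenic mouse T cells, 60 min incubation, then anti-CD3/anti-CD4/anti-CD28 bead stimulation for 18 hours at 37 degrees C, followed by EGFP and DsRed detection.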
EPAC2 agonist – agonists of human EPAC2 (RAPGEF4); Q8WZA2; EPAC2 activation, biochemical qHTS; response scale: 100% = 6.5 mM cAMP response; Potency, µM (series often up to 154 µM), for the others: at the top dose activation, most hits filed as activators; 360,000 compounds, 0.079% hits; AID 720711; note: potency is the fitted concentration of half-maximal effect; nearly all actives have a fitted effect of over 50% in size
Target sequence (Q8WZA2 whole entry, looked up): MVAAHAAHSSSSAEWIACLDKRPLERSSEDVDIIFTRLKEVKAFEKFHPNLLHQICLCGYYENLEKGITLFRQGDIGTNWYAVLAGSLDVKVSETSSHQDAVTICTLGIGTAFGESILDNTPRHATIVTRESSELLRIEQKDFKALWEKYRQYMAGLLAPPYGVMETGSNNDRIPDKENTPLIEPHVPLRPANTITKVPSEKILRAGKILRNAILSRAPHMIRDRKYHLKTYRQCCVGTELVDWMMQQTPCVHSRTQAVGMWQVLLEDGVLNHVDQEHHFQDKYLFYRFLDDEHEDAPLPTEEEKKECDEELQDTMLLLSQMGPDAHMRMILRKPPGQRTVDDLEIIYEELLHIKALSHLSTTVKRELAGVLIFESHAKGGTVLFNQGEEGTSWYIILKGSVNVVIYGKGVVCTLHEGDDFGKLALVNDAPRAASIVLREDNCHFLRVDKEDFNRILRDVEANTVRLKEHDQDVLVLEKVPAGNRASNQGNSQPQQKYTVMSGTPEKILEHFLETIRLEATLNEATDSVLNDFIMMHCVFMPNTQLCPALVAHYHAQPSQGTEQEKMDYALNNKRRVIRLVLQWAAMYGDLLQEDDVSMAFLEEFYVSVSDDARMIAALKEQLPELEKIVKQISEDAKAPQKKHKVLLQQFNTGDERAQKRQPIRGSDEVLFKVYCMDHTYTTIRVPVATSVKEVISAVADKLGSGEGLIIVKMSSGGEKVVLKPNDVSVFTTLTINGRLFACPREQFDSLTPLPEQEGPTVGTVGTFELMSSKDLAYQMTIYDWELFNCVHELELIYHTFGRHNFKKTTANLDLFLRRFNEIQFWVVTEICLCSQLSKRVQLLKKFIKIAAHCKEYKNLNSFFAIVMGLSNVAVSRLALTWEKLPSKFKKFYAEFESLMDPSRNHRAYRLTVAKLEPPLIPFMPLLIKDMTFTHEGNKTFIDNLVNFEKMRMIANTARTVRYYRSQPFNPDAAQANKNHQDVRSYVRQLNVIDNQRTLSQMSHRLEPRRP
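Guanine nucleotide exchange by EPAC2 is measured as reduced fluorescence of BODIPY-GDP once it is released from 250 nM Rap1B. Plates are read kinetically for 30 min at room temperature; results are scaled to 6.5 mM cAMP.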
TGFb inhibitor – blocks TGF-b signaling; AID 588855; Potency, µM (doses to about 46.1 µM), for inactives: top-dose activity, negative = inhibition, usual class: inhibitors; HepG2 CAGA-GFP TGF-b/SMAD3 reporter, GFP fluorescence, 18 h; TGF-beta stimulated, 500 pg/mL final; 410,000 compounds, 1.2% hits; note: potency is the fitted concentration of half-maximal effect; % is set by controls: 0 for no effect and ±100 for the full control effect; nearly all actives have a fitted effect of over 65% in size
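HEPG2 CAGA-GFP, 1000 cells/well; 2 h settle, 37 C; cpd via pin tool; TGF-b 500 pg/mL final; 18 h, 37 C; GFP imaging ex488/em500-530; %Activity normalised to -TGF-b and +DMSO controls; CRC fit, curve class.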
An asterisk follows results filed as active; i = inactive; ? = inconclusive; nt = no result given; & = joins results of further samples; [ ] = another dose, or the depositor's remark. Unless noted, calls come from the whole dose curve; as a rule, active = well fitted curve in the direction sought with a large enough effect; inconclusive = small, poorly fitted or top-dose-only effect, or another doubt; inactive = no such curve, though single readings can be large; an effect the other way counts as inactive or inconclusive.

cpd	smiles	ATXN viability	ATXN2 expr inh	Nrf2 ARE act	A549 viability	Nrf2 inh
1	CC(C)CCN1NC2(CCCC(C)C2)NC1=S (stereo not drawn)	i	-11%	3.5%	-3%	3%
2	CS(=O)(=O)N(CC(=O)N1CCc2ccccc2C1)c1cccc(Br)c1	i	nt	-0.5%	-8%	-5%
3	O=C(c1ccc2c(c1)N(Cc1ccc(Cl)cc1)C(=O)c1ccccc1S2=O)N1CCOCC1 (stereo not drawn)	i	-17%	-0.8%	8%	7%
4	COc1ccccc1NC(=O)c1ncoc1-c1ccco1	i	8%	?	11%	nt
5	CC1O[C@@H](OC2C(O)C(C)O[C@H](OC(=O)[C@]34CCC(C)(C)C[C@H]3C3=CCC5[C@@]6(C)CC(O)C(O[C@@H]7OC(CO)C(O)[C@@H](O)[C@@H]7O)[C@@](C)(C(=O)O)C6CC[C@@]5(C)[C@]3(CO)CC4)C2O[C@H]2OC(C)[C@@H](O[C@@H]3OCC(O[C@@H]4OC(CO)C(O)[C@H](O)C4O)[C@@H](O)[C@@H]3O)[C@H](O)C2O)C(O)C(O)C1O (stereo partly drawn)	i	5%	-1.3%	-2%	10%
6	CCOC(=O)c1ccc(NC(=O)C2(c3ccc(OC)cc3)CCCC2)cc1	i	-7%	0.2%	-5%	-28%
7	Nc1nc(C2CC2)c(Sc2sc(N)nc2C2CC2)s1	?	50%[activator]	-0.3%	-5%	nt
8	CCC(Oc1ccccc1)C(=O)N1CCN(CC)CC1 (stereo not drawn)	i	-2%	0.4%	0%	-1%
9	Cc1cc(=O)[nH]c2c(C)cc(S(=O)(=O)Nc3ccc(O)cc3)cc12	i	nt	-0.3%	2%	-6%
10	CC1Cc2ccccc2N1C(=S)NC(=O)c1ccc(Cl)cc1Cl (stereo not drawn)	?	?	-0.5%	-12%	?
11	COc1ccccc1C(=O)Nc1ccc(C(=O)OCc2cc(=O)n3nc(C)sc3n2)cc1	nt	nt	2.4%	0%	nt
12	CS(=O)(=O)N1CCC(C(=O)Nc2cc(Cl)c(Cl)cc2Cl)CC1	i	1%	-0.1%	1%	4%
13	Cc1[nH]c(=O)[nH]c(=O)c1NC(=O)c1ccccc1[N+](=O)[O-]	i	nt	0.0%	nt	nt
14	CC(C)CC1NC(=O)N(CC(=O)N2CCN(S(=O)(=O)c3ccccc3)CC2)C1=O (stereo not drawn)	i	-2%	-1.0%	7%	-3%
15	O=C(NCC1COc2ccccc2O1)c1cccc(S(=O)(=O)N2CCOCC2)c1 (stereo not drawn)	i	-10%	-1.8%	0%	-27%

cpd	HepG2 viability	IL-2 act	EPAC2 agonist	TGFb inhibitor
1	-6%	2.0	4%	?
2	-17%	0.5	12%	-20%
3	-35%	nt	nt	?
4	-1%	nt	nt	-1%
5	3%	0.1	7%	?
6	-19%	-0.1	7%	?
7	-26%	0.4	24%	-17%
8	-3%	-3.4	6%	4%
9	-34%	-0.1	6%	9%
10	-6%	-4.6	10%	?
11	23%	nt	nt	13%
12	14%	-1.5	2%	13%
13	2%	-2.0	-1%	15%
14	-1%	0.6	4%	-13%
15	4%	1.4	5%	10%

Next section (two carried over from the part before).
cpd	smiles	ATXN viability	ATXN2 expr inh	Nrf2 ARE act	A549 viability	Nrf2 inh
14	CC(C)CC1NC(=O)N(CC(=O)N2CCN(S(=O)(=O)c3ccccc3)CC2)C1=O (stereo not drawn)	i	-2%	-1.0%	7%	-3%
15	O=C(NCC1COc2ccccc2O1)c1cccc(S(=O)(=O)N2CCOCC2)c1 (stereo not drawn)	i	-10%	-1.8%	0%	-27%
16	O=C(CCc1ccccc1)NC(=S)Nc1cccc(Br)c1	i	15%	3.6%	0%	12%
17	CCCNC(=O)Nc1ccc2c(c1)nc(C)n2C	i	12%	2.0%	-3%	5%
18	Cc1ccc(N2CC(NC(=O)CCc3ccccc3)CC2=O)cc1C (stereo not drawn)	nt	nt	-1.2%	-1%	nt
19	NC(Cc1ccc(C(F)(F)F)cc1)c1csc(Nc2ccc(C(=O)NCc3ccco3)cn2)n1 (stereo not drawn)	22µM*	13µM*	7.3%	nt	nt
20	Cc1ccc(OCC(=O)Nc2ccc(O)c(-c3nc4ccccc4o3)c2)cc1	?	?	3.6%	?	?
21	CCN(CC)CCCNC(=O)c1nn(C)c2c1CSc1ccccc1-2	nt	nt	-0.5%	-5%	?
22	COc1ccc2c(c1)CCc1c(C(=O)Nc3c(C)nn(Cc4ccccc4Cl)c3C)noc1-2	i	?	0.9%	-5%	-80%
23	COC(=O)N1CCCc2cc(S(=O)(=O)N3CCN(c4ccccc4)CC3)ccc21	i	-19%	0.0%	-3%	-25%
24	CCCc1[nH]nc2c1C(c1cccnc1)C(C#N)=C(N)O2 (stereo not drawn)	i	0%	-0.3%	-7%	4%
25	Cc1ccccc1NC(=O)Cn1c(=O)n(-c2ccc(CC(=O)NCC3CCCO3)cc2)c(=O)c2ccccc21 (stereo not drawn)	i	-7%	-0.2%&-1.2%	0%&-4%	0%&-6%
26	S=C(NCCOCCOCCNC(=S)Nc1ccccc1)Nc1ccccc1	i	4%	-0.3%	7%	-4%
27	Cc1ccc(S(=O)(=O)n2ccnc2)cc1C	i	-15%	-0.6%	-5%	2%
28	CCc1ccccc1NC(=O)CCc1c(C)nn(-c2ccc(N3CCOCC3)nn2)c1C	i	-9%&11%	-0.3%&-0.1%	17%&-1%	1%&-13%
29	COc1ccc(-n2nc(C(=O)NCC(=O)N3CCOCC3)c3ccccc3c2=O)c(OC)c1	i	18%	1.6%	1%	13%
30	OCCC1CN(CC2CCCCC2)CCN1CC1CCCCC1 (stereo not drawn)	i	-19%	-0.1%	-4%	2%

cpd	HepG2 viability	IL-2 act	EPAC2 agonist	TGFb inhibitor
14	-1%	0.6	4%	-13%
15	4%	1.4	5%	10%
16	13%	2.5	13%	-17%
17	-2%	1.0	11%	2%
18	-10%	nt	nt	-7%
19	20µM*	-0.6	4%	?
20	5%	-0.7	-5%	?
21	-20%	nt	nt	0%
22	-11%	nt	nt	?
23	-1%	nt	nt	-2%
24	2%	1.8	?	4%
25	-9%&-22%	0.3	3%	-8%&-7%
26	0%	2.0	9%	-3%
27	9%	-0.6	1%	15%
28	4%&-3%	1.4	-2%	7%&-19%
29	-13%	1.6	6%	20%
30	5%	-0.4	6%	-7%

(continued)
cpd	smiles	ATXN viability	ATXN2 expr inh	Nrf2 ARE act	A549 viability	Nrf2 inh
31	Cc1ccc(NC(=O)C2COc3ccccc3O2)c(C)c1 (stereo not drawn)	i	47%[activator]	4.5%	2%	?
32	CCn1c(C)c(C)c2cc(C(=O)NCc3cccc(C)c3)ccc21	nt	nt	0.2%	-1%	-20%
33	Cc1nc(N/N=C/c2cccc(F)c2)cc(N2CCOCC2)n1	i	-6%	9.2%	1%	-18%
34	CCc1ccccc1NC(=O)c1cc2c(Cl)nc3ccccc3c2s1	i	10%	0.3%	-8%	6%
35	Cc1cc(C)n(-c2nc3ccccc3n3cnnc23)n1	i	10%	-0.1%	?	4%
36	C/C(CC(=O)Nc1ccc(Cl)cc1Cl)=N\NC(N)=S	i	5%	5.5%	9%	-10%
37	O=C(NCc1cccc(C(F)(F)F)c1)c1ccc2sc([C@@H]3O[C@H](CO)[C@@H](O)[C@H]3O)nc2c1	i	20%	-0.6%	nt	nt
38	CC(C)c1ccc(OCCCCCN2CCOCC2)cc1	i	18%	0.3%	-5%	4%
39	Cc1c(N2C(=O)c3cccc4cccc(c34)C2=O)c(=O)n(-c2ccccc2)n1C	i	-5%	-0.4%	-11%	14%
40	Cc1ccc(-n2c(=S)[nH]c3nc4c(cc3c2=O)COC(C)(C)C4)cc1	i	9%	-0.2%	-4%	7%
41	COc1ccc(C2CC(C(F)(F)F)n3ncc(C(=O)O)c3N2)cc1OC (stereo not drawn)	i	-7%	-0.1%	-2%	nt
42	CCCN1CCN(C(=O)Cn2nc(C)n3c(cc4sccc43)c2=O)CC1	i	9%	0.6%	13%	5%
43	C=CCCC1(C)C(=O)N(c2ccccc2)c2ccccc21 (stereo not drawn)	i	-20%	2.7%	4%	2%
44	N#Cc1ccc(C2=CC(=O)C[C@H](c3ccc4c(c3)OCO4)C2)cc1	i	-8%	4.4%	-6%	-19%
45	Cc1ccc(N2CCN(C(=O)Nc3cccc([N+](=O)[O-])c3)CC2C)cc1 (stereo not drawn)	i	?	3.5%	-17%	?
46	Cc1nn2cc(-c3ccccc3)nc2[nH]c1=O	?	13%	-0.7%	1%	-19%
47	COc1ccc(Cn2nnnc2C(c2ccccn2)N2CCN(c3cc(Cl)ccc3C)CC2)cc1 (stereo not drawn)	i	-13%	2.2%	-3%	?

cpd	HepG2 viability	IL-2 act	EPAC2 agonist	TGFb inhibitor
31	-1%	1.6	6%	-2%
32	-17%	nt	nt	-22%
33	-18%	-0.7	18%	70%[activator]
34	1%	nt	nt	0%
35	-22%	-0.6	1%	1%
36	-26%	-4.0	6%	?
37	-2%	-1.1	2%	29%
38	-36%	-2.2	6%	-6%
39	5%	-0.4	7%	0%
40	-11%	0.2	3%	-28%
41	9%	1.4	-1%	10%
42	0%	-1.2	4%	4%
43	-6%	-0.9	11%	65%[activator]
44	-21%	0.9	3%	4%
45	0%	0.3	24%	13%
46	3%	4.0	3%	-13%
47	0%	-1.5	10%	?

Single entries from above:
Cc1cc(C)n(-c2nc3ccccc3n3cnnc23)n1 in Nrf2 inh is listed with 4%
N#Cc1ccc(C2=CC(=O)C[C@H](c3ccc4c(c3)OCO4)C2)cc1 in HepG2 viability is listed with -21%
